SENP6 block – blocks the human protease SENP6 | Q9GZR1 | Recombinant SENP6 catalytic domain, aminoluciferin luminescence | inhibition, % at 10 µM | 1.8% of 330,000 active | AID 2599;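 active = inhibition above about 50% at the single tested dose, limit read from the data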;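 note: plate controls were DMSO wells with enzyme for no effect and DMSO wells lacking enzyme for full effect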
HKDC1 inhibitor – inhibitors of human hexokinase HKDC1. recombinant HKDC1, G6PDH/diaphorase resazurin coupled fluorescence. inhibition, % at 20 µM. Q2TB90. 0.16% of 340,000 active;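 active = inhibition above about 35% when tested at 20 µM, limit read from the data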;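 note: plate controls were DMSO wells with enzyme for no effect and DMSO wells lacking enzyme for full effect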
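Test system: Recombinant HKDC1 (HK5) hexokinase enzyme, produced in-house | Input: HKDC1 at 5 µg/mL | Buffer or medium: Tris pH 8.0 buffer with MgCl2, Tween-20, BSA, BME | Schedule: 90 min reaction incubation at room temperature, dark | Technique: Resazurin-to-resorufin fluorescence via G6PDH and diaphorase coupling, 525/613 nm | Controls: DMSO wells with and without enzyme mix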
ATG4B inhibitor – ATG4B (human) cysteine protease inhibition; inhibition, % at 8.33 µM; 0.51% of 340,000 active; ATG4B cleavage of LC3-PLA2, NBD-HPC fluorescence, 1 h; Q9Y4P1; in the data active = inhibition above about 40%
Target sequence (Q9Y4P1 whole entry, looked up): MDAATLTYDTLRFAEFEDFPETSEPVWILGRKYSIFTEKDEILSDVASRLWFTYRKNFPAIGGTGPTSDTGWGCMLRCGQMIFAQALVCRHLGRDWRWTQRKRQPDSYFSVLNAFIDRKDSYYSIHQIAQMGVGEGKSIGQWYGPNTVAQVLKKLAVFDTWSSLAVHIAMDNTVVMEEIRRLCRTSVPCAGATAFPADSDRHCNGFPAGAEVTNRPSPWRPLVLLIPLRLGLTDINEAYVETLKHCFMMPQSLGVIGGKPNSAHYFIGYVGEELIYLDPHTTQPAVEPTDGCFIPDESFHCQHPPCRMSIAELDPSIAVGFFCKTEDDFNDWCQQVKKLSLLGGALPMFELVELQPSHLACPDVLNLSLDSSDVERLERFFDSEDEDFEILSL
SENP7 inh – SENP7 protease inhibition; Q9BQF6; recombinant SENP7, Z-RLRGG-aminoluciferin luminescence, 40 min; inhibition, % at 5 µM; 1.5% of 330,000 active;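 active = inhibition above about 50% at the single test dose, limit read from the data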;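 note: plate controls were DMSO with enzyme for no effect and no enzyme buffer wells for full effect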
Target sequence (Q9BQF6 706-1050 limits assumed): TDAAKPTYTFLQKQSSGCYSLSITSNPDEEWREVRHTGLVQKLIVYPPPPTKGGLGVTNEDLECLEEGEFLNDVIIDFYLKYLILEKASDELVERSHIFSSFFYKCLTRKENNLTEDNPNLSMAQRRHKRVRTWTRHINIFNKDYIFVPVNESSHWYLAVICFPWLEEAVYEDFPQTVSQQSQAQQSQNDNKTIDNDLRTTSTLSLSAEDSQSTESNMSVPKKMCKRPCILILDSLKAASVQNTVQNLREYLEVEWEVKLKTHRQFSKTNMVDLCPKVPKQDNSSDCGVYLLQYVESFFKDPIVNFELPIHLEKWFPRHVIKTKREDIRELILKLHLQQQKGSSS
MPTP inh – inhibitors of mitochondrial permeability transition pore; isolated mouse mitochondria, Ca2+ swelling absorbance, 30 min; inhibition, % at 10 µM; 1.4% of 360,000 active;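 active = inhibition of 50% or more, scaled per plate between neutral and stimulator controls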;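 note: 0% = DMSO wells given calcium and 100% = 1 mM EGTA wells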
SENP8 inh – inhibitors of human SENP8 protease | Q96LD8 | recombinant SENP8, Nedd8 substrate fluorescence | inhibition, % at 20 µM | 0.64% of 360,000 active; in the data active = inhibition mostly above about 40%, no sharp cut-off; inactive = mostly below about 27%
Target sequence (Q96LD8 whole entry, looked up): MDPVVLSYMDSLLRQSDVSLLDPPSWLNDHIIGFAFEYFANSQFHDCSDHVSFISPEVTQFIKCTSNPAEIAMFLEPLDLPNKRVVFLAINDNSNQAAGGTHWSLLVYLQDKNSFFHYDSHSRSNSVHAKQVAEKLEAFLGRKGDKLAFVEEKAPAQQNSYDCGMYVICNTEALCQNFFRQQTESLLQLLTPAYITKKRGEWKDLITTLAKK
GRIN3A LBD mod – modulates the human NR3A ligand-binding domain | 2.5% of 340,000 active | NR3A LBD differential scanning fluorimetry, Tm shift; 0% = protein alone, 100% = glycine-bound protein | AID 1259313 | Tm shift relative to glycine control, % at 25 µM;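 active = melting temperature shift of at least 10% of the positive control shift, at one fixed dose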
PfG6PD inh – PfG6PD (Plasmodium falciparum) enzyme inhibition; PfGluPho enzyme, NADPH resazurin-diaphorase fluorescence; inhibition, % at 20 µM; 0.78% of 350,000 active; AID 504690;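 active = inhibition reaching at least a set limit at 20 µM in the primary screen, cut at about 59% in these data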;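 note: 0% = DMSO wells with substrate and 100% = DMSO wells lacking glucose-6-phosphate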
An asterisk follows results filed as active.

`Cc1ccc(O)c(-c2cc(-c3cccc(F)c3)n[nH]2)c1` gave SENP6 block -10.1, HKDC1 inhibitor 5.7, ATG4B inhibitor 4.5, SENP7 inh 16.0, MPTP inh 46.4, SENP8 inh 3.8, GRIN3A LBD mod 12.2* and PfG6PD inh 22.8.
Screening NC(=O)c1ncn([C@@H]2O[C@H](CNCc3ccc(OCC(=O)Nc4ccccn4)cc3)[C@@H](O)[C@H]2O)n1 returned HKDC1 inhibitor -5.3, ATG4B inhibitor 0.8, MPTP inh -0.2, SENP8 inh 12.9, GRIN3A LBD mod -1.0 and PfG6PD inh -13.8.
For COc1ccc2c(c1)C(C)=CC(C)(C)N2C(=O)Nc1ccccc1 the results were SENP6 block -2.6, HKDC1 inhibitor -3.6, ATG4B inhibitor 5.5, SENP7 inh 3.3, MPTP inh -1.5, SENP8 inh -486.1, GRIN3A LBD mod -8.2 and PfG6PD inh 41.5.
`Cc1onc(-c2ccccc2Cl)c1C(=O)N(C)CC(=O)Nc1ccc(F)c(F)c1F` gave SENP6 block -6.1, HKDC1 inhibitor -3.8, ATG4B inhibitor -3.5, SENP7 inh 3.6, MPTP inh -0.2, SENP8 inh -1.2, GRIN3A LBD mod -1.8 and PfG6PD inh 1.1.
`O=C(N/N=C(/c1ccccc1)c1ccncc1)c1ccc2c(c1)OCO2` gave SENP6 block -8.1, HKDC1 inhibitor -9.6, ATG4B inhibitor -0.4, SENP7 inh 6.5, MPTP inh 1.0, SENP8 inh -0.8, GRIN3A LBD mod -1.0 and PfG6PD inh 3.0.
`COc1cc(/C=C(/C#N)C(=O)Nc2cc(C(F)(F)F)ccc2Cl)ccc1OCC(=O)Nc1cccc(C(F)(F)F)c1` gave HKDC1 inhibitor -6.2, ATG4B inhibitor -1.2, MPTP inh -0.3, SENP8 inh -412.1, GRIN3A LBD mod 2.3 and PfG6PD inh -5.7.
For COCC(=O)NC1CCN(CC(=O)Nc2ccc(OC)cc2[N+](=O)[O-])CC1 the results were SENP6 block -0.2, HKDC1 inhibitor -8.8, ATG4B inhibitor 4.4, SENP7 inh 0.0, MPTP inh 0.0, SENP8 inh 18.2, GRIN3A LBD mod -1.7 and PfG6PD inh -0.2.
CC1(C)Cc2c(sc(NC(=O)C(=O)N3CCCCC3)c2C(N)=O)CO1 was read as SENP6 block 8.8, HKDC1 inhibitor 4.0, ATG4B inhibitor 2.4, SENP7 inh 5.0, MPTP inh 1.1, SENP8 inh 6.7, GRIN3A LBD mod -3.8 and PfG6PD inh -13.9.
Screening C=CCn1c(Cc2nc3ccc(Cl)cc3[nH]2)n[nH]c1=S returned SENP6 block -8.7, HKDC1 inhibitor -0.7, ATG4B inhibitor 5.0, SENP7 inh -5.6, MPTP inh -1.5, SENP8 inh -10.9, GRIN3A LBD mod -3.2 and PfG6PD inh 27.2.
For COc1ccccc1-c1nn(Cc2ccccc2)cc1C(=O)N1CCN(c2ncccn2)CC1 the results were SENP6 block -10.3, HKDC1 inhibitor -4.0, ATG4B inhibitor -15.8, SENP7 inh -3.1, MPTP inh -0.5, SENP8 inh -36.8, GRIN3A LBD mod 1.2 and PfG6PD inh 7.6.
CCCCN1CCc2c(c3ccccc3n2Cc2ccccc2)C1 was read as SENP6 block -22.4, HKDC1 inhibitor 1.4, ATG4B inhibitor 6.1, SENP7 inh 0.2, MPTP inh -0.6, SENP8 inh 5.4, GRIN3A LBD mod 1.4 and PfG6PD inh -3.1.
For Cc1ccc(C(=O)Nc2ccc(S(=O)(=O)N3CCN(C)CC3)cc2)cc1 the results were SENP6 block -6.2, HKDC1 inhibitor -1.1, ATG4B inhibitor -6.1, SENP7 inh -2.1, MPTP inh 0.2, SENP8 inh 16.7, GRIN3A LBD mod -2.3 and PfG6PD inh 26.5.
For CC(C)n1cnnc1SCC(=O)NNC(=O)COc1ccc(Cl)cc1 the results were SENP6 block -5.7, HKDC1 inhibitor -3.8, ATG4B inhibitor -2.8, SENP7 inh 0.4, MPTP inh -2.5, SENP8 inh 24.5, GRIN3A LBD mod -0.5 and PfG6PD inh 11.2.
Screening O=C(Cn1ccc(C(F)(F)F)n1)NNC(=O)c1cccnc1 returned SENP6 block 0.7, HKDC1 inhibitor -3.1, ATG4B inhibitor -0.1, SENP7 inh 0.3, MPTP inh -1.8, SENP8 inh 2.3, GRIN3A LBD mod -0.6 and PfG6PD inh -7.2.
Screening O=C(CC1(CC2=NS(=O)(=O)c3ccccc3N2)CCCC1)NCCc1ccccc1 returned SENP6 block 0.3, HKDC1 inhibitor -5.0, ATG4B inhibitor -5.2, SENP7 inh 1.4, MPTP inh -1.5, SENP8 inh 13.8, GRIN3A LBD mod 0.0 and PfG6PD inh 1.1.

Next part; it opens with the two that closed the last part.
Screening O=C(Cn1ccc(C(F)(F)F)n1)NNC(=O)c1cccnc1 returned SENP6 block 0.7, HKDC1 inhibitor -3.1, ATG4B inhibitor -0.1, SENP7 inh 0.3, MPTP inh -1.8, SENP8 inh 2.3, GRIN3A LBD mod -0.6 and PfG6PD inh -7.2.
Screening O=C(CC1(CC2=NS(=O)(=O)c3ccccc3N2)CCCC1)NCCc1ccccc1 returned SENP6 block 0.3, HKDC1 inhibitor -5.0, ATG4B inhibitor -5.2, SENP7 inh 1.4, MPTP inh -1.5, SENP8 inh 13.8, GRIN3A LBD mod 0.0 and PfG6PD inh 1.1.
Cc1cccc(N(CC(=O)NC(C)(C)C)C(=O)CCC(=O)Nc2nccs2)c1 was read as SENP6 block 13.1, HKDC1 inhibitor 2.1, ATG4B inhibitor 1.9, SENP7 inh 0.3, MPTP inh 0.3, SENP8 inh 2.7, GRIN3A LBD mod 0.7 and PfG6PD inh -17.9.
`CC(C)(C)n1ncc2c(=O)n(CC(=O)OCc3ccccc3)cnc21` gave SENP6 block 38.0, HKDC1 inhibitor -2.0, ATG4B inhibitor 5.2, SENP7 inh 28.7, MPTP inh 7.5, SENP8 inh 19.5, GRIN3A LBD mod -0.8 and PfG6PD inh -16.8.
C[C@H](CO)N1C[C@H](C)[C@@H](CN(C)C(=O)Nc2ccc3c(c2)OCO3)Oc2c(NS(=O)(=O)c3ccccc3)cccc2C1=O was read as SENP6 block -6.7, HKDC1 inhibitor 0.1, ATG4B inhibitor -1.4, SENP7 inh -12.8, MPTP inh 1.2, SENP8 inh 22.5, GRIN3A LBD mod -3.6 and PfG6PD inh 23.4.
`Cc1cc(OCC(=O)Nc2cnn(CCCC(=O)O)c2)ccc1Cl` gave SENP6 block -3.7, HKDC1 inhibitor -1.6, ATG4B inhibitor 2.7, SENP7 inh -2.0, MPTP inh -0.9, SENP8 inh 16.3, GRIN3A LBD mod -3.0 and PfG6PD inh -18.6.
For O=C(CC(Cc1ccccc1)C(=O)O)NCCc1ccc2c(c1)OCO2 (centres undefined) the results were SENP6 block -5.0, HKDC1 inhibitor 7.6, ATG4B inhibitor -15.3, SENP7 inh -12.8, MPTP inh 0.8, SENP8 inh 18.5, GRIN3A LBD mod -1.1 and PfG6PD inh 5.5.
`COc1ccc(Cl)cc1NC(=O)COC(=O)c1ccc(C)o1` gave SENP6 block -10.9, HKDC1 inhibitor -2.3, ATG4B inhibitor 0.8, SENP7 inh -0.7, MPTP inh 0.2, SENP8 inh 5.2, GRIN3A LBD mod 0.6 and PfG6PD inh 0.6.
For CC(Sc1nnc(C2CC2)n1C1CC1)C(=O)NCc1cccs1 (centres undefined) the results were SENP6 block 4.7, HKDC1 inhibitor -3.2, ATG4B inhibitor -8.1, SENP7 inh 0.5, MPTP inh -2.5, SENP8 inh 8.3, GRIN3A LBD mod 2.9 and PfG6PD inh 0.1.
Screening CC(=O)N1CCN(C(=S)c2cccc([N+](=O)[O-])c2)CC1 returned SENP6 block 6.0, HKDC1 inhibitor -4.6, ATG4B inhibitor -13.7, SENP7 inh 3.3, MPTP inh -1.1, SENP8 inh 10.0, GRIN3A LBD mod -4.6 and PfG6PD inh 5.0.
Screening O=C(c1ccc(Cl)cc1)N1CCN(c2ncccn2)CC1 returned SENP6 block -4.9, HKDC1 inhibitor -7.0, ATG4B inhibitor 6.1, SENP7 inh -2.5, MPTP inh 0.6, SENP8 inh 5.3, GRIN3A LBD mod 0.5 and PfG6PD inh 8.3.
Screening CCCCn1nc2cc(C(=O)NC3CCc4ccccc43)ccc2c1OCC (centres undefined) returned SENP6 block -12.3, HKDC1 inhibitor -4.5, ATG4B inhibitor 4.7, SENP7 inh 0.0, MPTP inh -1.9, SENP8 inh -497.8, GRIN3A LBD mod -0.5 and PfG6PD inh 16.9.
For CCSc1ccc(-c2ccc(C)cc2)nn1 the results were HKDC1 inhibitor -2.0, ATG4B inhibitor 2.3, MPTP inh -0.6, SENP8 inh 19.6, GRIN3A LBD mod 0.9 and PfG6PD inh 9.5.
For O=C(NCCC(NS(=O)(=O)OCC(Cl)(Cl)Cl)c1ccccc1)C(F)(F)F (centres undefined) the results were SENP6 block -11.0, HKDC1 inhibitor 0.3, ATG4B inhibitor -6.0, SENP7 inh -13.7, MPTP inh 5.5, SENP8 inh 21.7, GRIN3A LBD mod -1.9 and PfG6PD inh 16.7.
CCCCS(=O)(=O)/C=C\C=C/S(=O)(=O)CCCC was read as SENP6 block 8.0, HKDC1 inhibitor 9.8, ATG4B inhibitor 0.0, SENP7 inh 3.0, MPTP inh -0.5, SENP8 inh 17.5, GRIN3A LBD mod -2.5 and PfG6PD inh 23.4.
Screening CC(Sc1nnc(-c2cccs2)n1Cc1ccccc1)C(=O)NCc1ccc2c(c1)OCO2 (centres undefined) returned SENP6 block -4.2, HKDC1 inhibitor -10.3, ATG4B inhibitor 5.0, SENP7 inh 5.6, MPTP inh 3.3, SENP8 inh -29.3, GRIN3A LBD mod -1.0 and PfG6PD inh -20.5.
COC(=O)C1=C(N)OC2=C(C(=O)CC(C)(C)C2)C1c1cccs1 (centres undefined) was read as SENP6 block -9.5, HKDC1 inhibitor -0.8, ATG4B inhibitor -15.2, SENP7 inh 8.3, MPTP inh -1.2, SENP8 inh 7.3, GRIN3A LBD mod -2.2 and PfG6PD inh -3.8.
Screening CC(C)(C)c1ccc(C(=O)N2CCC(C(=O)NCc3ccncc3)CC2)cc1 returned SENP6 block -16.5, HKDC1 inhibitor -3.9, ATG4B inhibitor -7.9, SENP7 inh -7.6, MPTP inh 2.0, SENP8 inh 10.5, GRIN3A LBD mod -1.6 and PfG6PD inh -0.6.
`Cc1cc(C)c(S(=O)(=O)N2CCN(C(=O)c3ccc(-n4nc(C)c(Cl)c4C)cc3)CC2)c(C)c1` gave HKDC1 inhibitor -0.6, ATG4B inhibitor 23.7, MPTP inh 0.9, SENP8 inh 6.6, GRIN3A LBD mod 0.4 and PfG6PD inh 17.9.
For CCC(=O)Nc1nnc(S(=O)(=O)N2CCCC2)s1 the results were SENP6 block -18.3, HKDC1 inhibitor -5.0, ATG4B inhibitor -6.8, SENP7 inh 10.3, MPTP inh -0.7, SENP8 inh 10.6, GRIN3A LBD mod 0.2 and PfG6PD inh -22.5.
`CCOc1ccc(NC(=O)C2CCCN(c3c(CC)c(C)nc4ncnn34)C2)cc1` (centres undefined) gave SENP6 block -11.9, HKDC1 inhibitor -5.0, ATG4B inhibitor -2.5, SENP7 inh -4.1, MPTP inh -0.4, SENP8 inh -0.2, GRIN3A LBD mod 0.2 and PfG6PD inh -17.4.
NC1=NC2(CCCCC2)N=C(Nc2ccc(F)cc2F)N1 was read as SENP6 block 8.4, HKDC1 inhibitor -7.6, ATG4B inhibitor -7.4, SENP7 inh 2.0, MPTP inh 0.1, SENP8 inh 7.5, GRIN3A LBD mod -0.4 and PfG6PD inh -11.6.
CCc1nc(SCC(=O)N2CCCC2)c2c(=O)n(C)c(=O)n(C)c2n1 was read as SENP6 block -11.6, HKDC1 inhibitor -5.8, ATG4B inhibitor 0.8, SENP7 inh -2.9, MPTP inh -0.5, SENP8 inh 2.6, GRIN3A LBD mod -5.0 and PfG6PD inh 7.8.
`CC(=O)c1ccc(OCC(=O)N(C)CC(=O)Nc2ccc(N3CCOCC3)cc2)cc1` gave SENP6 block -6.3, HKDC1 inhibitor 3.5, ATG4B inhibitor -9.9, SENP7 inh 6.9, MPTP inh 1.2, SENP8 inh 7.2, GRIN3A LBD mod -1.0 and PfG6PD inh -10.2.

High-throughput results as filed in PubChem BioAssay.
